Screens (PubChem)
BCR signal inh – blocks chronic active B-cell receptor signaling | Potency, µM (titrated, usually from 46.1 µM), without a hit: at the top dose ratio change, negative = lower green/red ratio, usual class: inhibitors | AID 493014 | ABC-DLBCL IkBa-CBG/CBR reporter, luminescence ratio, 4 h | hit rate 0.05% among 340,000; active = well fitted inhibition curve with a large enough effect in the signal ratio, with a control signal flat, not every such curve was filed as active; inconclusive = small, poorly fitted or top-dose-only effect, or effect the other way, or a change in a side signal; the % refers to the signal ratio;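 note: potency is the fitted concentration of half-maximal effect; plate controls were basal doxycycline-induced cells for no effect and cells given 10 µM MG132 for full effect; MG132 reads +100%, hits lower the ratio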
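Doxycycline induced both beetle luciferases in TMD8 lymphoma cells; IKK-driven degradation limits the IkappaBalpha-fused green signal, while red luminescence normalises for cell number and nonspecific effects. Compounds tested up to 46 uM, 4 hrs.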
TSG101-PTAP inh – blocks PTAP/TSG101 interaction to inhibit HIV-1 budding; Q99816; Fluorescence polarization, FITC-PTAP peptide / Tsg101 binding; Potency, µM (highest dose often 115 µM), for inactives: top-dose activity change, negative = inhibition, usual class: inhibitors; 340,000 tested, under 10 active; active = well fitted inhibition curve with a large enough effect in the main read-out, with a control signal flat, not every such curve was filed as active; inconclusive = small, poorly fitted or top-dose-only effect, or effect the other way, or a change in a side signal; inactive = no such curve, though single readings can be large or run the other way; note: potency is the fitted concentration of half-maximal effect; % of control where 0% means no effect
Target sequence (Q99816 whole entry, looked up): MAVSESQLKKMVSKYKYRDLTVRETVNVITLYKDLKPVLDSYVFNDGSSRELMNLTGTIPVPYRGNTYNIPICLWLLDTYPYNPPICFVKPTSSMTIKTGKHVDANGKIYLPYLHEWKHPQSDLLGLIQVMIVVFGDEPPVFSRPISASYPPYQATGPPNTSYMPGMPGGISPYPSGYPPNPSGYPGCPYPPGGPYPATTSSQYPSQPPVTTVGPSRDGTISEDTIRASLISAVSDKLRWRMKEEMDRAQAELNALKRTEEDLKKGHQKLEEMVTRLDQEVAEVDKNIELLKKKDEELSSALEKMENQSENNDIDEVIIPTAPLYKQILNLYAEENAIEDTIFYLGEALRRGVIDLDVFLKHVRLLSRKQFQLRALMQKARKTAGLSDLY
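Tsg101 binding domain (10 uM final) was mixed with compound and a FITC-labeled PTAP peptide (50 nM final) in HEPES pH 7.5 buffer with NaCl, Tween 20, EDTA and TCEP; fluorescence polarization was read after 20 min at r.t.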
Integrin act MD – integrin-mediated muscular dystrophy alleviation activation; alpha7betagal myoblasts, beta-gal FDG fluorescence, 48 h; Potency, µM (highest dose often 38.3 µM), inactives show top-dose activation, most hits filed as activators; hit rate 0.064% among 350,000; AID 624291;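 note: potency is the fitted concentration of half-maximal effect; 100% = response of the positive control SU9516; nearly all actives have a fitted effect of over 60% in size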
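Alpha7betagal+/- myoblasts (passage 13) were plated 16-24 hr, then exposed to compounds (1:260 dilution of DMSO stock) for 48 hours at 37C. After MPER lysis, β-galactosidase reporter activity was read as FDG fluorescence (ex 480/em 540) after 30 minutes.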
GALK inhibitor – blocks human galactokinase activity | Purified GALK, Kinase-Glo residual ATP luminescence | Potency, µM (series often up to 57.5 µM), inactives show at the top dose activity change, negative = inhibition, usual class: inhibitors | AID 1868 | hit rate 0.007% among 270,000; note: potency is the fitted concentration of half-maximal effect; % is set by controls: 0 for no effect and ±100 for the full control effect
Target sequence (P51570 whole entry, looked up): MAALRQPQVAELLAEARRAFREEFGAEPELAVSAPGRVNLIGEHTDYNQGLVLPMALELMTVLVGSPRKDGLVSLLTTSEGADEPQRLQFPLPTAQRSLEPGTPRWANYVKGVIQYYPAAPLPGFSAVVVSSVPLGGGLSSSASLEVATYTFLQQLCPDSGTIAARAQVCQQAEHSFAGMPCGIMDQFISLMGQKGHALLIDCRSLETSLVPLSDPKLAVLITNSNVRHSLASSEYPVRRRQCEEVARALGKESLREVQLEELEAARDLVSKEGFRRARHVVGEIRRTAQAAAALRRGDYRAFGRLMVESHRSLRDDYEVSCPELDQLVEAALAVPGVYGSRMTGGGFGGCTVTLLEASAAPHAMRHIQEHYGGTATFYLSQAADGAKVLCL
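Quantitative HTS: GALK 5 nM, ATP 35 uM, galactose 100 uM, 1 h room temperature, then luciferase-based ATP detection.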
Coupling enz – coupling enzyme interference in Giardia aldolase counter-screen; coupling enzyme system counterscreen, AmpLite Red fluorescence; activity change, negative = inhibition, % at 58.2 µM, hits read low; hit rate 0.67% among 290,000; AID 2472; in the data active = activity change below about -30%; note: % is set by controls: 0 for no effect and ±100 for the full control effect
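Coupling enzymes only (glyceraldehyde-3-phosphate) + compound, at 57.5 uM final, 10 min RT; add substrate/coupling/AmpLite Red mix, 20 min RT; fluorescence ex 525/em 598 nm. Actives flag coupling-system interference.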
B2AR arrestin – recruits beta-arrestin to the human beta2-adrenergic receptor | P07550 | beta-arrestin recruitment to beta2AR, cell-based reporter | Potency, µM (highest dose often 46.1 µM), for the others: at the highest dose activation, actives largely listed as activators | hit rate 0.02% among 330,000 | AID 492947;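 note: potency is the fitted concentration of half-maximal effect; 0% = DMSO controls and full agonism = EC100 isoproterenol or metaproterenol; nearly all actives have a fitted effect of over 65% in size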
S-ASM inh – human S-ASM enzyme inhibition; AID 504937; hit rate 0.006% among 340,000; placental ASM, HMU-PC fluorogenic substrate, 60 min; Potency, µM (titrated, usually from 57.5 µM), inactives show top-dose activity change, negative = inhibition, usual class: inhibitors; P17405; note: potency is the fitted concentration of half-maximal effect
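Human placenta-derived ASM enzyme was preincubated with compound for 10 minutes at room temperature, then given fluorogenic substrate HMU-PC0 (9 uM final) for 60 minutes at 37 °C; a pH 10 stop preceded fluorescence reading at Ex 386/Em 447 nm.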
Menin MLL FP TR – inhibitors of human menin-MLL interaction, mutant MLL peptide | O00255 | Menin + Texas Red MLL mutant peptide, fluorescence polarization | Potency, µM (highest dose often 61.6 µM), for the others: at the top dose FP activity change, negative = inhibition, actives largely listed as inhibitors | hit rate 0.23% among 270,000 | AID 1768; active = well fitted inhibition curve with a large enough effect in the polarisation, with a control signal flat, not every such curve was filed as active; inconclusive = small, poorly fitted or top-dose-only effect, or effect the other way, or a change in a side signal; inactive = no such curve, though single readings can be large or run the other way; the % refers to the polarisation; note: potency is the fitted concentration of half-maximal effect; % of control where 0% means no effect; many of its hits are not listed in these tables
Giardia killer – Giardia lamblia killing | Giardia lamblia trophozoite viability | activity change, % at 7.66 µM, hits read low | hit rate 0.15% among 340,000 | AID 540267; in the data active = activity change below about -80%; inconclusive = between about -30% and that limit;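 note: parasites exposed to compound for two days anaerobically before the ATP read; % is set by controls: 0 for no effect and ±100 for the full control effect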
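Anaerobic 48 hrs incubation at 37 deg C of 100 trophozoites/well with test compounds; ATPLite 1-Step luminescence, 15-30 min RT, reports cellular ATP as viability.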
PKM2 act – activators of human pyruvate kinase M2; P14618; purified PKM2, Kinase-Glo ATP luminescence, activation; response scale: 0% is enzyme alone, no compound; Potency, µM (top dose mostly 57.5 µM), without a hit: top-dose activation, actives largely listed as activators; hit rate 0.34% among 260,000; AID 1631; note: potency is the fitted concentration of half-maximal effect; % is set by controls: 0 for no effect and ±100 for the full control effect; nearly all actives have a fitted effect of over 55% in size
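Kinase-Glo luminescence reports ATP generated from ADP (0.1 mM) and PEP (0.5 mM) by purified hPK-M2 after 1 h at room temperature, pH 7.2 imidazole buffer; intermediate enzyme activity allows detecting inhibitors and activators.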
Tb PFK inh – inhibitors of T. brucei phosphofructokinase; AID 485367; T. brucei PFK, ADP-Glo luminescence; Potency, µM (series often up to 57.5 µM), for inactives: at the highest dose activity, negative = inhibition, usual class: inhibitors; hit rate 0.17% among 330,000;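 note: potency is the fitted concentration of half-maximal effect; 0% = uninhibited 1x PFK enzyme wells and -100% = no-enzyme wells; nearly all actives have a fitted effect of over 60% in size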
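PFK 1.25 nM, F6P 0.5 mM, ATP 0.1 mM, 0.1 M TEA pH 8.0, 5 mM MgCl2, 0.01% Tween20, 0.1% BSA; 45 min RT. ADP-Glo readout. qHTS titration up to 57 uM; curves fitted, compounds curve-classed.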
* = called active by the depositor; ? = inconclusive; . = not tested or not shown; & = joins results of further samples; [ ] = another dose, or the depositor's remark. Unless noted, calls come from the whole dose curve; as a rule, active = well fitted curve in the direction sought with a large enough effect; inconclusive = small, poorly fitted or top-dose-only effect, or another doubt; inactive = no such curve, though single readings can be large; an effect the other way counts as inactive or inconclusive.

smiles | BCR signal inh | TSG101-PTAP inh | Menin MLL FP TR | Coupling enz | PKM2 act | Integrin act MD | B2AR arrestin | S-ASM inh | Tb PFK inh | Giardia killer | GALK inhibitor
O=C(Cc1cc(=O)[nH][nH]1)N/N=C/c1ccccc1[N+](=O)[O-] | ? | -3% | -15% | 6 | -14% | 23% | -0.9% | -2% | -1% | -11 | -1%
O=CNc1ccccc1 | -4% | 1% | . | . | . | . | 0.4% | 0% | -1% | -13 | .
O=C(O)C(F)(F)C(NCc1ccccc1)c1ccccc1 (stereo not drawn) | -10% | -4% | . | 10 | 5% | 36% | 0.1% | 2% | 3% | -1 | -1%
Cc1cc(C)n(C(=O)CNC(=O)COc2ccccc2)n1 | 3% | -5% | 2% | -1 | -8% | 0% | 0.3% | 2% | -3% | 2 | 7%
COc1cc(NC(=O)c2c(Cl)cnn2C)c(OC)cc1Cl | -8% | -4% | 7% | 5 | -4% | 13% | 0.6% | -1% | -4% | -14 | 4%
O=C(Cc1c(F)cccc1Cl)Nc1ccc(S(=O)(=O)N2CCCC2)cc1 | -9% | -7% | . | . | 2% | 8% | -0.5% | -5% | 1% | -9 | -3%
O=C(NC1CCCCC1)C1CCN(S(=O)(=O)c2cccc3nonc23)CC1 | ? | -1% | 13% | 2 | -8% | 0% | -0.1% | 23% | -1% | -5 | 0%
COC(=O)c1ccc(C2N=C(c3cccs3)CC(c3ccccc3O)N2)cc1 (stereo not drawn) | -7% | -2% | ? | 1 | 0% | -12% | -0.4% | 16% | -3% | -18 | -2%
CCOC(=O)C1CCN(C(=O)N(CC)CC)CC1 | 5% | 0% | -15% | -1 | 1% | 38% | 0.2% | 1% | 4% | -28 | 10%
O=C(C1CCN(S(=O)(=O)N2CCOCC2)CC1)N1CCc2ccccc21 | 0% | -1% | 5% | 0 | -5% | 6% | -0.1% | 1% | -2% | -15 | 0%
O=C(CSc1ccc(F)cc1)Nc1ccc(N2CCOCC2)cc1 | ? | -10% | 2% | 1 | -2% | -8% | -0.6% | 3% | -13% | 23 | -3%
CCCCC[C@H]1CN(CCCC)C(=O)[C@@H]1CC(=O)NCc1ccccc1 | 4% | -6% | -18% | 2 | 4% | -16% | 4.9% | -1% | 0% | -3 | .
COCCCNC(=O)CCc1nnc2ccc(N3CCC(C)CC3)nn12 | 0% | -1% | -12% | 1 | . | 4% | 0.2% | 1% | -5% | -15 | .
S=C(NCCCN1CCOCC1)Nc1ccc(N2CCOCC2)cc1 | 2% | 1% | 7% | 2 | 0% | 8% | 0.3% | 1% | -2% | 24 | -2%
COC(=O)C1CC(=O)c2ccsc2C1 (stereo not drawn) | 6% | -2% | 0% | 2 | -1% | 16% | 0.1% | 0% | -5% | -4 | 2%
Cc1ccc(-c2noc(CN3CCN(Cc4ccccc4)CC3)n2)cc1 | 3% | -6% | -14% | 7 | 6% | -23%[7.66 µM] | -0.3% | 1% | 2% | -18 | -1%
COc1ccc(NC(=O)c2sccc2SCC#N)cc1 | -5% | . | 1% | -3 | 3% | ? | 0.3% | -6% | -1% | 1 | -3%
CC#CC[N+](C)(C)CCCCCCCC | 4% | 3% | . | 2 | -1% | -34%[inhibitor] | -0.4% | 2% | 1% | 2 | 0%
O=C(CCS(=O)(=O)c1cccc2nonc12)Nc1cccc2c1CCCC2 | -11% | -4% | . | 1 | -2% | 4% | -0.1% | -1% | 1% | -5 | -4%
COc1ccccc1C(=O)C1CCCN(C(=O)c2snnc2C)C1 (stereo not drawn) | -8% | 1% | 14% | -5 | -12% | 3% | -0.7% | 0% | -1% | 17 | 3%
CCN1C(=O)N[C@H](c2ccc(Br)cc2)C(C(C)=O)=C1C | 5% | 2% | 11%&-15% | 2&-16 | -10% | -4% | -1.4% | 5% | 0% | 8 | .
COC(=O)c1ccc(/C=C/C(=O)c2ccc(OC)cc2)cc1 | -12% | -12% | 12% | 1 | -4% | -27% | 0.1% | 3% | -2% | -14 | -1%
CC(=O)NCc1ccc(C(=O)CCl)s1 | 10% | 0% | 4% | 1 | 7% | -68%[inhibitor] | 3.5% | -4% | -1% | -12 | 5%
CC(C)(O[C@@H]1O[C@H](CO)[C@@H](O)[C@H](O)[C@H]1O)[C@H]1Cc2cc3ccc(=O)oc3cc2O1 | 1% | -10% | 4% | 3 | -3% | -3% | -0.8% | 84%[activator] | -3% | -9 | .
COc1cc(S(=O)(=O)N(Cc2ccccc2)Cc2ccccn2)ccc1-n1cnnn1 | 5% | -1% | 9% | 1 | -1% | -23% | -0.3% | -2% | 1% | -17 | 1%
Cc1ccc(S(=O)(=O)n2cnc3cc([N+](=O)[O-])ccc32)c(C)c1C | -9% | 5% | 1% | 5 | 1% | 17% | 0.0% | 2% | -7% | 2 | 2%
CSc1nnc(C2CCCN2)n1C (stereo not drawn) | -1% | -2% | -1% | 1 | 0% | -1% | -0.2% | 6% | 0% | 33[activator] | 1%
COCCNC(=O)CSc1nc2ccccc2c(=O)n1CCCC(=O)NCc1ccccc1 | -1% | 1% | -23% | 3 | 3% | 1% | 4.9% | 1% | 3% | -13 | 0%
O=C(CC1CCCC1)Nc1cc(C(F)(F)F)ccc1-n1cncn1 | 1% | -9% | . | . | . | 1% | -1.1% | 3% | -4% | -18 | .
COc1cc(OC)cc(C(=O)NC2CCSC2=O)c1 (stereo not drawn) | -1% | -11% | 0% | 1 | -1% | 12% | -0.1% | 6% | -6% | -15 | -1%
COc1ccc(NC(=O)CCC(=O)OCc2ccc([N+](=O)[O-])cc2)cc1 | 4% | -5% | -16% | 2 | -9% | -3% | -0.6% | -1% | ? | 9 | 1%
O=C(N/N=C/c1ccccn1)c1cc(-c2ccc3ccccc3c2)n[nH]1 | ? | 20% | 29% | -4 | 5% | -10% | -0.9% | -27% | -6% | 19 | 2%
O=C1C(Cl)=C(NC2CCCCC2)C(=O)N1c1ccc(Cl)cc1 | -4% | -5% | 12% | 0 | 0% | -22% | -0.8% | 13% | 0% | 5 | .
Cc1occc1-c1nnc(SCC(=O)NC(=O)NC(C)C)n1N | 4% | -1% | -6% | -1 | 8% | 0% | -0.4% | 9% | -1% | -2 | 0%
O=C(CN1C(=O)COc2ccc(S(=O)(=O)N3CCOCC3)cc21)NCc1ccccn1 | -2% | 1% | . | -2 | -13% | 24% | 0.4% | -5% | -7% | 0 | .
CCN1CCN(Cc2nc3c(c(=O)n(C)c(=O)n3C)n2CC(=O)c2ccccc2)CC1 | -3% | 2% | 0% | -1 | 7% | -19% | -0.3% | -4% | -3% | 2 | -3%
O=C(CC1SC2=NCCN2C1=O)Nc1ccc(Br)cc1 (stereo not drawn) | 9% | -6% | 30% | 2 | 1% | 21% | 0.2% | 1% | -8% | -4 | 1%
NC(=O)C1Cc2ccccc2CN1C(=O)c1cccc(Oc2ccccc2)c1 (stereo not drawn) | -5% | -11% | ? | 7 | . | -12% | -0.5% | -4% | 0% | 8 | -1%
O=C(O)c1ccc(S(=O)(=O)N(Cc2ccc(F)cc2)C2CCCCC2)cc1 | 11% | -12% | ? | 17 | 4%[11.5 µM] | 13% | -1.1% | 2% | 5% | 9 | -10%
CC(C)(C)C1CCc2[nH]nc(C(=O)O)c2C1 (stereo not drawn) | 5% | 0% | 0% | 0 | 3% | -16% | 0.0% | 4% | 4% | 9 | -6%
COc1cc(-c2nc(-c3ccc(NC(=O)c4ccc(Br)o4)cc3)no2)cc(OC)c1OC | ? | -1% | 13% | -2 | 0% | -3% | 0.5% | -6% | 0% | 19 | -2%
CCC(C)NC(=S)N(CCc1ccccc1)Cc1cc2cc(OC)c(OC)cc2[nH]c1=O (stereo not drawn) | 0% | -1% | 15% | 0 | -4% | -10% | 8.3% | -16% | 4% | -11 | .
O=C1c2ccccc2NC(c2ccc(F)cc2)N1Cc1ccccc1 (stereo not drawn) | ? | 1% | 18% | -2 | . | ? | -0.6% | 161%[activator] | 1% | 0 | 0%
Cc1c(Br)c([N+](=O)[O-])nn1C(C)C(=O)NCc1cccnc1 (stereo not drawn) | 24% | -8% | 1% | 4 | -2% | -8% | -0.2% | 2% | -2% | 1 | 0%
O=C(NNC(=O)c1cccc(C(F)(F)F)c1)c1ccc(-n2cnnn2)cc1 | 2% | -2% | . | . | . | -16% | -0.1% | 0% | -6% | 16 | .

A portion of the library. The share of hits here may be higher or lower than overall.
